# AmpC inh det: AmpC beta-lactamase inhibition, detergent assay; P00811; purified AmpC, nitrocefin hydrolysis with detergent; Potency, µM (titrated, usually from 28.7 µM), inactives show at the top dose activity change, negative = inhibition; hit rate 0.09% among 71,000; AID 584; active = well fitted curve in the direction sought with a large enough effect
# Target sequence (P00811 whole entry, looked up): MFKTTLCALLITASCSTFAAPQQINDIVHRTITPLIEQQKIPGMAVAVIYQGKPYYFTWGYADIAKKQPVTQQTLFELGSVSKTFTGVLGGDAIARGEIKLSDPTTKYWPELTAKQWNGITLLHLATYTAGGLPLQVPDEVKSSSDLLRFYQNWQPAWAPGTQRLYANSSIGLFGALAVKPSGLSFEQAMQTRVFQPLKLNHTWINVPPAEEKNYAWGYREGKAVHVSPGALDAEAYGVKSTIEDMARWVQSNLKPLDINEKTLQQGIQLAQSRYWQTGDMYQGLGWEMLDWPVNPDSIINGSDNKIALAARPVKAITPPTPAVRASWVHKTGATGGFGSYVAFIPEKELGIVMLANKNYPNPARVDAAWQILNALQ
#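 E. coli AmpC (5.3 nM) in 20 mM phosphate pH 7.0 with 0.01% Triton X-100, preincubated 15 min RT with compound; nitrocefin (2 uL of 800 uM stock) hydrolysis followed by 480 nm absorbance every 20 s over 4 min.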
# * = called active by the depositor; [ ] = another dose, or the depositor's remark. % is set by controls: 0 for no effect and ±100 for the full control effect; potency is the fitted concentration of half-maximal effect.
smiles | AmpC inh det
CC(=O)N1CCc2cc(S(=O)(=O)NCCCN3CCN(Cc4ccccc4)CC3)ccc21 | -5%
COc1ccc(S(=O)(=O)Nc2ccc3c(c2)COC3=O)cc1OC | -3%
O=C(CN1C(=O)c2ccccc2S1(=O)=O)NC1CC2CCC1C2 (stereo unspecified) | 5%
Cc1ccc(-c2nnc(Nc3ccccc3)o2)cc1 | -2%
CC(c1ccco1)N(C(=O)Nc1ccc(Cl)cc1)c1ccccn1 (stereo unspecified) | -1%
O=C(Cn1nnc(-c2ccccc2)n1)NCc1cccs1 | 17%
Cc1cc(Nc2ccc(C)c(C)c2)n2nc(C)nc2n1 | 3%
Oc1ccc(N2CCN(C(c3cccnc3)c3nnnn3Cc3ccccc3)CC2)cc1 (stereo unspecified) | 13%
CCOC(=O)C1=C(C)NC(=O)NC1c1ccc(OC)c(CN2CCOCC2)c1 (stereo unspecified) | -2%
Cc1ccc(NC(=O)N2CCC(C(N)=O)CC2)cc1 | -4%
CC1(C)NC(=O)N(CCCOc2ccc3c(c2)CCC3)C1=O | -1%
CCOC(=O)C1=C(C)NC(=O)C(C(N)=O)C1c1ccccc1 (stereo unspecified) | -3%
Cc1ccc(S(=O)(=O)NC(=O)Nc2c(C)n(C)n(-c3ccccc3)c2=O)cc1 | -5%
COc1ccc2c(c1)[nH]c1c(=O)n(CCN3CCCC3)cnc12 | -3%
CCCCc1ccc(-c2ccc(C)cc2O)nc1 | -5%
CCOCCCNC(=O)CS(=O)(=O)Cc1nc(-c2cccc(OC)c2)oc1C | -1%
N#Cc1nc(COc2ccccc2)oc1NCCN1CCOCC1 | 3%
CCOC(=O)C1CCCN(c2ncnc3c2cnn3-c2ccc(OC)cc2)C1 (stereo unspecified) | -4%
O=C(Cn1c(-c2ccccc2)noc1=O)Nc1ccc(S(=O)(=O)N2CCOCC2)cc1 | -8%
COc1ccc2nc(Nc3nc(C)c(CCC(C)C)c(=O)[nH]3)nc(C)c2c1 | -4%
CCc1nc(NCc2ccccn2)c2oc3ccccc3c2n1 | -4%
CC1CCN(C(=O)CSc2nc3cccnc3n2C)CC1 | -1%
O=C(NCc1ccc2c(c1)OCO2)C1CCCN1C(=O)Nc1cccc(Cl)c1 (stereo unspecified) | 3%
N#Cc1c(-n2cccc2/C=N/O)sc2c1CCCC2 | -3%
CCCn1nc2ccccc2c1P(=N)(N1CCOCC1)N1CCOCC1 | -2%
CCCCNc1nc(N(C)c2ccccc2)nc(-n2ccnc2)n1 | -3%
NC(=O)c1ccc(NC(=O)CCCc2nc(-c3ccccc3Cl)no2)cc1 | -4%
COCC(=O)NCc1nc2ccccc2n1Cc1ccccc1F | -3%
COc1ccc(N(Cc2cc3cc(OC)ccc3[nH]c2=O)C(=O)C2CCCO2)cc1 (stereo unspecified) | -4%
Cc1ccc(-c2nn(CC(=O)Nc3ccc4c(c3)nc3n4CCOC3)c(=O)c3ccccc23)cc1 | 12%

# The final four compounds of the part before open the next one.
smiles | AmpC inh det
NC(=O)c1ccc(NC(=O)CCCc2nc(-c3ccccc3Cl)no2)cc1 | -4%
COCC(=O)NCc1nc2ccccc2n1Cc1ccccc1F | -3%
COc1ccc(N(Cc2cc3cc(OC)ccc3[nH]c2=O)C(=O)C2CCCO2)cc1 (stereo unspecified) | -4%
Cc1ccc(-c2nn(CC(=O)Nc3ccc4c(c3)nc3n4CCOC3)c(=O)c3ccccc23)cc1 | 12%
COc1cccc(-c2nccc(NC3CCNCC3)n2)c1 | 3%
CC12CCC(C(=O)N3CCc4ccccc43)(CC1=O)C2(C)C (stereo unspecified) | -6%
COc1ccc(-c2cc(=O)c3c(O)cc(O)cc3o2)cc1 | -5%[12.8 µM]
COc1ccccc1NC(=O)CSc1nnc(Cc2cccn2C)n1-c1ccc(F)cc1 | 9%
O=C1CCC(c2ccccc2)(c2ccccc2)CC1 | -1%[5.75 µM]
Cc1noc(C)c1C(=O)N1CCC2(CC1)CN(c1cccc(-c3ccccc3)c1)C2 | -2%
CCOC(=O)Cn1c(=O)c2c(nc(N3CCCCC3)n2Cc2ccccc2)n(C)c1=O | 16%
O=C(O)CSCCc1ccccc1 | -5%[5.75 µM]
COc1cccc(-n2c(SC3CCOC3=O)nc3ccccc3c2=O)c1 (stereo unspecified) | 8%
C[C@@H]1[C@H]2CC[C@@H]3[C@@H]4CC=C5C[C@@H](N(C)C)CC[C@]5(C)[C@@H]4CC[C@@]32CN1C | -1%[12.8 µM]
Nc1ncnc2c1ncn2[C@@H]1CCCO1 | 10%
COc1ccc2noc3c2c1C(=O)c1ccccc1-3 | 1%
CCOc1ncccc1C(=O)OCCN1C(=O)c2ccccc2C1=O | 14%
CC(=O)Nc1nc(NC(C)=O)c2[nH]c(CO)nc2n1 | -4%[5.75 µM]
Cn1c(=O)c2c(nc(SCc3nn[nH]n3)n2Cc2ccccc2F)n(C)c1=O | -2%
COC(=O)c1ccc(OC)c(CSc2nnc(COc3ccccc3)o2)c1 | -2%
CN1CCN(Cc2nc3c(c(=O)n(C)c(=O)n3C)n2Cc2cccc3ccccc23)CC1 | 1%
CCCCOc1ccc(OC(=O)c2cccnc2)cc1 | -4%
CCN1CCc2nc(SCC(=O)Nc3ccc(OC)cc3)c(C#N)cc2C1 | 1%
COc1cccc2c(=O)n(CC(=O)Nc3cccc(F)c3)ccc12 | 10%
O=C(O)c1cccc(NC(=O)c2ccccc2)c1 | -1%
COc1ccc(Cc2noc(-c3ccc(OC)c(OC)c3)n2)cc1OC | -2%
CC(C)n1c(C(=O)OCC(=O)NCc2ccc3c(c2)OCO3)cc2sccc21 | 13%
O=C1CCCCCN1C(=O)c1ccc(C(=O)N2CCCCCC2=O)cc1 | -3%
Cc1ccc(-n2c(=O)c3sccc3n(CC(=O)NCc3ccco3)c2=O)cc1 | 10%
O=C(O)C1CC=CCC1C(=O)NCc1cn2ccccc2n1 (stereo unspecified) | 14%
Cc1ccc(NC(=O)c2cnn(-c3ccccc3)c2NC(=O)c2ccco2)cc1C | -4%
COCCCNC(=O)CC1Oc2ccccc2NC1=O (stereo unspecified) | 8%
COC(=O)c1ccc(Oc2cc(C)nc(NCc3ccccc3)n2)cc1 | -1%
COc1ccccc1OCc1nc(C#N)c(N2CCC(C(N)=O)CC2)o1 | -3%

# Structures from the list above with fluorine:
smiles | AmpC inh det
COCC(=O)NCc1nc2ccccc2n1Cc1ccccc1F | -3%
COc1ccccc1NC(=O)CSc1nnc(Cc2cccn2C)n1-c1ccc(F)cc1 | 9%
Cn1c(=O)c2c(nc(SCc3nn[nH]n3)n2Cc2ccccc2F)n(C)c1=O | -2%
COc1cccc2c(=O)n(CC(=O)Nc3cccc(F)c3)ccc12 | 10%

# Returning to the listing with the 7 entries that preceded the break.
smiles | AmpC inh det
O=C1CCCCCN1C(=O)c1ccc(C(=O)N2CCCCCC2=O)cc1 | -3%
Cc1ccc(-n2c(=O)c3sccc3n(CC(=O)NCc3ccco3)c2=O)cc1 | 10%
O=C(O)C1CC=CCC1C(=O)NCc1cn2ccccc2n1 (stereo unspecified) | 14%
Cc1ccc(NC(=O)c2cnn(-c3ccccc3)c2NC(=O)c2ccco2)cc1C | -4%
COCCCNC(=O)CC1Oc2ccccc2NC1=O (stereo unspecified) | 8%
COC(=O)c1ccc(Oc2cc(C)nc(NCc3ccccc3)n2)cc1 | -1%
COc1ccccc1OCc1nc(C#N)c(N2CCC(C(N)=O)CC2)o1 | -3%
COc1cc(C(=O)O)ccc1OCC(=O)N1CCOCC1 | 0%
COc1ccc(S(=O)(=O)Nc2ccc3oc(C)c(C(=O)O)c3c2)cc1 | 9%
CC(C)COC(=O)COc1cc(Cl)c(Cl)cc1Cl | 9%
COCC(=O)N1CCC2(CC1)CCN(c1ccccn1)CC2 | 0%
CS(=O)(=O)Nc1cccc(-c2nc(NCc3cccs3)c3ccccc3n2)c1 | 8%
COc1ccc(NC(=O)CSc2nnc(-c3ccccc3)n2N)cc1 | -2%
N[C@@H](Cc1cc(-c2ccc(Cl)cc2Cl)cc(CP(=O)(O)O)c1O)C(=O)O | 16µM*
Cc1[nH]c(=O)[nH]c(=O)c1S(=O)(=O)N1CCCC(C(=O)NCc2ccco2)C1 (stereo unspecified) | 9%
CCCCn1nnnc1NCc1cccc(OC)c1OC | -4%
Cc1cccc(Cn2c(=O)n(CCCC(=O)NCc3ccco3)c(=O)c3ccccc32)c1 | 8%
Nc1nc(SCC(=O)N2CCc3ccccc32)[nH]c(=O)c1-c1ccccc1 | -3%
CCn1c(SCC(=O)Nc2c(C)n(C)n(-c3ccccc3)c2=O)nnc1-c1cccc(C)c1 | 0%
CCC(C(=O)Nc1ccccc1OC)n1c(C(=O)OC)cc2ccsc21 (stereo unspecified) | -1%
CC(=O)O[C@]1(C(C)=O)CC[C@H]2[C@@H]3C[C@H](C)C4=CC(=O)CC[C@]4(C)[C@H]3CC[C@@]21C | 8%
Cn1cccc1C(=O)N1CCN(c2cccc(C(F)(F)F)c2)CC1 | 10%
O=C(NCCN1CCOCC1)c1csc2c1CCCC2 | -3%
COc1ccc(NC(=O)COc2nsnc2N2CCCCC2)cc1 | -5%
COc1ccc(C2C(C#N)=C(N)Oc3cc(O)ccc32)cc1OC (stereo unspecified) | -7%
Cc1cccc(OCC(=O)NCCN2CCOCC2)c1 | 0%
COc1cccc(C2(O)CCN(C(=O)C3CCC3)CC2)c1 | 13%
CC(=O)N1CC=CC1(C)C(=O)O (stereo unspecified) | 17%
CC(Sc1ncc(C#N)c(N)n1)C(=O)Nc1ccccc1 (stereo unspecified) | -6%
CCOc1ccc(C2=[N+]([O-])C(C)(C)N(O)C2(C)C)cc1 | -2%
CCCc1cc(C(=O)Nc2ccccc2SC)no1 | 7%
COc1cccc(Nc2ncc3nc(-c4ccc(F)cc4)c(=O)n(CCC#N)c3n2)c1 | -1%
CCOc1cccc(OCCCCn2ccnc2)c1 | 1%
CC(=O)c1cccc(NC2=NCC(C)S2)c1 (stereo unspecified) | 7%
c1coc(Cn2nnnc2CN2CCN(C3CCCC3)CC2)c1 | 11%
CC(=O)c1cccc(NC(=O)Nc2c(C)nn(C)c2C)c1 | -1%
CCOC(=O)c1cn2nc(OP(=S)(OCC)OCC)cc2nc1C | -3%

# 2 compounds drawn at random from those above, as already listed:
smiles | AmpC inh det
Cc1cc(Nc2ccc(C)c(C)c2)n2nc(C)nc2n1 | 3%
CCCc1cc(C(=O)Nc2ccccc2SC)no1 | 7%

# The list goes on:
smiles | AmpC inh det
CCC1(C)CC(=O)N(c2ccc(C(=O)O)c(O)c2)C1=O (stereo unspecified) | -4%
Cc1cc(C)n2nc(SCC(=O)Nc3c(C)nn(-c4ccccc4)c3C)nc2n1 | -4%
COc1ccc(-n2ncc3c(=O)n(CC(=O)OCc4ccccc4)cnc32)cc1 | -5%
COc1ccc(S(=O)(=O)N(C)CC(=O)Nc2cccc(C(C)=O)c2)cc1 | -4%
OC(c1ccccc1)c1nc2ccccc2s1 (stereo unspecified) | -3%
CCCCCc1cc(O)cc(O)c1 | 10%
COc1cccc(OCC(=O)Nc2ccc(OC)c(OC)c2)c1 | -2%
COCCn1c(=S)[nH]c2cc(C(=O)N3CCN(c4ccc(F)cc4)CC3)ccc2c1=O | 10%
O=c1c(-c2ccc(F)cc2)nc2cnc(Oc3ccccc3)nc2n1C1CC1 | -1%
NC(=O)CSc1nnc2sc3ccccc3n12 | -2%
Cc1cc(C(=O)CSc2nnc(Nc3ccccc3)s2)c(C)n1CC1CCCO1 (stereo unspecified) | -12%
c1ccc2c(c1)[nH]c1nc3nncn3nc12 | 4%
Cc1ccc2nc(NC(=O)C3CCCN(S(=O)(=O)c4cccnc4)C3)sc2c1 (stereo unspecified) | 13%
CCC1C(=O)N=C(SCC(=O)Nc2ccc(C(=O)OC)cc2)NC1=O (stereo unspecified) | 11%
CN1C(=O)c2ccc(C(=O)NCc3ccccc3)cc2C1=O | -3%

# Only part of the results is shown; count on the stated rates, not on these rows.
